From PubChem
Shn3 3UTR inh: inhibitors of Schnurri-3 3'UTR reporter in osteoblasts; 360,000 compounds, 0.52% hits; Clone20 osteoblast Shn3 3'UTR firefly luciferase, 24 h; inhibition, % at 12.5 µM;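 active means mean inhibition of at least 75% with every replicate also reaching 75%; inconclusive means mean inhibition at least 75% but some replicate below; inactive means mean inhibition below 75%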;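 further: 0% = median of neutral control wells and 100% = pilot-screen positive control compound; some compounds past the cut are filed as inactive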
CF NFkB inh: cystic fibrosis NF-kB activation inhibition; 360,000 compounds, 0.86% hits; KKLEB NF-kB-GFP reporter, PAF-induced, GFP fluorescence overnight; inhibition, % at 5 µM;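 active means at least 50% inhibition at 5 µM, scaled per plate between neutral and stimulator controls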;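 further: PAF is a Pseudomonas aeruginosa culture filtrate used as stimulus; plate controls were PAF-stimulated DMSO wells for no effect and unstimulated DMSO wells for full effect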
COUP-TFII inh: blocks human COUP-TFII nuclear receptor; P24468; HEK293T NGFI-A luciferase reporter, luminescence; inhibition, % at 8.6 µM; 370,000 compounds, 0.7% hits; AID 686940;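 active means inhibition above a per-plate cutoff, mean inhibition of test wells between control levels plus 3 SD, cut at about 38% in these data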;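 further: cells cotransfected with COUP-TFII expression vector driving the NGFI-A reporter; 0% = median of COUP-TF2 test wells and 100% = reporter-only cells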
Target sequence (P24468 whole entry, looked up): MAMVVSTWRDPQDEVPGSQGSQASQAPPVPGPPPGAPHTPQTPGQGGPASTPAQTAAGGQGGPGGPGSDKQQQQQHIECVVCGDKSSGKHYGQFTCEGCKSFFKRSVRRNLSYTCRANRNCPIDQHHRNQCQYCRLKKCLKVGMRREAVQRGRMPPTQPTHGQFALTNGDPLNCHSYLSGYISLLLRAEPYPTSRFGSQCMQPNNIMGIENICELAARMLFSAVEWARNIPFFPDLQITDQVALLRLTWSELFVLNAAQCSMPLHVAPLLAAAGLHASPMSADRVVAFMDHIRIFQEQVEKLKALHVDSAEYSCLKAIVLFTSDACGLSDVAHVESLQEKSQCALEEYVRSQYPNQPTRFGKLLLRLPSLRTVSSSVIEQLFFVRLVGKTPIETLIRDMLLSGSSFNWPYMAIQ
TROY NFkB inh: blocks TROY-dependent signaling in reporter cells; Q293 LMP1-TROYcd NF-kB luciferase reporter, 4 h; inhibition, % at 10 µM; 360,000 compounds, 0.98% hits;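 active means compounds whose plate-normalised and pattern-corrected inhibition of the luciferase reporter signal at the single screening dose is 50% or more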
SRC1 inh: human NCOA1 inhibition; Q15788; HEK293 GAL4-SRC1 luciferase reporter, luminescence; inhibition, % at 3.6 µM; 360,000 compounds, 0.12% hits;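 active means inhibition above the campaign mean plus 3 SD, with each screening campaign given its own cutoff, cut at about 60% in these data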;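 further: 0% = DMSO treated cells and 100% = gossypol at 36 µM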
TRAIL sens C8: caspase-8 TRAIL sensitization; inhibition (viability loss, TRAIL sensitization), % at 10 µM; NB7+C8 cells + TRAIL, ATPlite viability luminescence; 360,000 compounds, 1% hits;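 active means compounds causing at least 50% loss of cell viability in the single-dose screen, relative to plate controls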
SRC3 inh: inhibitors of human steroid receptor coactivator 3 (SRC3). 360,000 compounds, 0.17% hits. HEK293 GAL4-SRC3 luciferase reporter, luminescence. inhibition, % at 3.6 µM. Q9Y6Q9;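 active means inhibition above a per-campaign cutoff, the mean of all compounds plus 3 SD, cut at about 60% in these data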;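 further: 0% = DMSO-treated cells and 100% = gossypol-treated cells at 36 µM; higher means less SRC3-driven luciferase light from the GAL4 reporter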
KKLEB cytotox: counter-screen for CF NF-kB inhibitors: cytotoxicity; KKLEB CF airway cells viability, ATPlite luminescence, overnight; stronger effect = lower value; cells stimulated with P. aeruginosa culture filtrate; 360,000 compounds, 0.36% hits; activity change (cytotoxicity), % at 5 µM;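 active means corrected activity change at or below -50% at 5 µM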
LRH-1 inv ag: NR5A2 inverse agonism in reporter assay; inhibition, % at 3.6 µM; O00482; AID 602396; HEK293T StAR-luciferase reporter, LRH-1 transfected, 24 h; 360,000 compounds, 0.13% hits;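 active means inhibition above the mean inhibition of all tested compounds plus 3 SD, cut at about 73% in these data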;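 further: 0% = DMSO wells and 100% = reporter-only cells lacking LRH-1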
Target sequence (O00482 whole entry, looked up): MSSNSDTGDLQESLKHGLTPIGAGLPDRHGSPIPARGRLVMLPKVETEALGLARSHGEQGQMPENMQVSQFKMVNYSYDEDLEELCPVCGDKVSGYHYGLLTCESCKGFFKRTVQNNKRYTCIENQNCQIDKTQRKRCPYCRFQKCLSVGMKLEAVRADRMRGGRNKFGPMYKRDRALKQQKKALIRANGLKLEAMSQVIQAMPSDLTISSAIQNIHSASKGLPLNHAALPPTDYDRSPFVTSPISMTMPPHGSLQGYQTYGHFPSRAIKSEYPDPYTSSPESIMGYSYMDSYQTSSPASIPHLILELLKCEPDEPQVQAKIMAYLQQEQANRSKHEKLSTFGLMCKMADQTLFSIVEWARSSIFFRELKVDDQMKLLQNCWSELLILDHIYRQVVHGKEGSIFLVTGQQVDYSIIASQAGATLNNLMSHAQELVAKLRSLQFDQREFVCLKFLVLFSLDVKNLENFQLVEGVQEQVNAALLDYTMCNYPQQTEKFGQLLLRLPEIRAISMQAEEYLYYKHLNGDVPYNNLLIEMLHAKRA
TWEAK-Fn14 inh: TWEAK-Fn14 signaling inhibition | TWEAK-stimulated Fn14 reporter cells, luciferase luminescence, 8 h | inhibition, % at 10 µM | 360,000 compounds, 2% hits | AID 1159606; in the data active means inhibition above about 50%
LMP1 NFkB inh: inhibitors of Epstein-Barr LMP1-induced NF-kappaB reporter | inhibition, % at 12.5 µM | LMP1-induced NF-kappaB luciferase reporter cells, luminescence | 350,000 compounds, 0.69% hits; in the data active means inhibition above about 41%; inconclusive means no clear call, values can overlap the other calls;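 further: 0% = neutral control wells and 100% = reference inhibitor control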
* = called active by the depositor.

Screening COc1ccc(-c2cc(C)no2)cc1S(=O)(=O)N(C)c1ccc(C)c(C)c1 returned Shn3 3UTR inh 40, CF NFkB inh 0, COUP-TFII inh 3, TROY NFkB inh -13, SRC1 inh -12, TRAIL sens C8 -7, SRC3 inh 11, KKLEB cytotox 0, LRH-1 inv ag -5, TWEAK-Fn14 inh -12 and LMP1 NFkB inh -2.
`CN(NC(=O)c1ccccc1)c1ncc(C(F)(F)F)cc1Cl` gave Shn3 3UTR inh -7, CF NFkB inh 3, COUP-TFII inh 3, TROY NFkB inh -7, SRC1 inh -1, TRAIL sens C8 6, SRC3 inh 9, KKLEB cytotox 2, LRH-1 inv ag -1 and TWEAK-Fn14 inh 5.
`O=C(CCCN1C(=O)/C(=C\c2ccco2)SC1=S)Nc1ccc(O)cc1C(=O)O` gave Shn3 3UTR inh 12, CF NFkB inh 0, COUP-TFII inh 16, TROY NFkB inh 17, SRC1 inh 3, TRAIL sens C8 12, SRC3 inh -40, KKLEB cytotox 4, LRH-1 inv ag 0, TWEAK-Fn14 inh 0 and LMP1 NFkB inh -5.
For COC(=O)C1=C(C)NC(=O)NC1c1ccccc1Cl (stereo not given) the results were Shn3 3UTR inh -10, CF NFkB inh 10, COUP-TFII inh -6, TROY NFkB inh 10, SRC1 inh 1, TRAIL sens C8 12, SRC3 inh 3, KKLEB cytotox -2, LRH-1 inv ag -11, TWEAK-Fn14 inh 7 and LMP1 NFkB inh 2.
CCOc1ccccc1OCC(=O)Nc1ccc2[nH]c(=O)[nH]c2c1 was read as Shn3 3UTR inh -21, CF NFkB inh 13, COUP-TFII inh -24, TROY NFkB inh -17, SRC1 inh 2, TRAIL sens C8 8, SRC3 inh -11, KKLEB cytotox 6, LRH-1 inv ag 2, TWEAK-Fn14 inh -1 and LMP1 NFkB inh 3.
Screening CC1(c2ccc3ccccc3c2)NC(=O)N(CC(=O)NCC(C)(C)N2CCOCC2)C1=O (stereo not given) returned Shn3 3UTR inh -11, CF NFkB inh 2, COUP-TFII inh 0, TROY NFkB inh 4, SRC1 inh -10, TRAIL sens C8 -7, SRC3 inh -2, KKLEB cytotox -2, LRH-1 inv ag -8, TWEAK-Fn14 inh 1 and LMP1 NFkB inh -2.
CC(OC(=O)c1cccc(-n2cnnn2)c1)C(=O)NCc1ccccc1 (stereo not given) was read as Shn3 3UTR inh -4, CF NFkB inh 8, COUP-TFII inh 21, TROY NFkB inh -18, SRC1 inh -15, TRAIL sens C8 10, SRC3 inh 9, KKLEB cytotox 0, LRH-1 inv ag 2, TWEAK-Fn14 inh 2 and LMP1 NFkB inh -1.
Screening O=C(O)c1ccccc1N/N=C\c1ccnc2ccccc12 returned Shn3 3UTR inh 23, CF NFkB inh 2, COUP-TFII inh -46, TROY NFkB inh 48, SRC1 inh -75, TRAIL sens C8 65*, SRC3 inh -79, KKLEB cytotox -6, LRH-1 inv ag -146, TWEAK-Fn14 inh 90* and LMP1 NFkB inh 39.
For CC(C)Cn1cnc2c1c(=O)n(CC(O)c1ccccc1)c(=O)n2CC(C)C (stereo not given) the results were Shn3 3UTR inh -30, CF NFkB inh 9, COUP-TFII inh -4, TROY NFkB inh -3, SRC1 inh 10, TRAIL sens C8 -21, SRC3 inh 11, KKLEB cytotox -2, LRH-1 inv ag 31, TWEAK-Fn14 inh -9 and LMP1 NFkB inh 3.
Screening CCOC(=O)c1cccc(N2C(=O)C3C(C2=O)C2C=CC3C23CC3)c1 (stereo not given) returned Shn3 3UTR inh 6, CF NFkB inh -9, COUP-TFII inh -9, SRC1 inh 9, TRAIL sens C8 -10, SRC3 inh -16, KKLEB cytotox 14, LRH-1 inv ag -6, TWEAK-Fn14 inh 89* and LMP1 NFkB inh 11.
Screening Cc1[nH]n(-c2ccccc2)c(=O)c1/C=N/NC(=O)C(C)C returned Shn3 3UTR inh -5, CF NFkB inh -22, COUP-TFII inh -28, TROY NFkB inh 4, SRC1 inh -1, TRAIL sens C8 6, SRC3 inh 2, KKLEB cytotox 2, LRH-1 inv ag -11, TWEAK-Fn14 inh 13 and LMP1 NFkB inh -8.
Cc1nnsc1C(=O)Nc1ccc(Cl)cc1 was read as Shn3 3UTR inh -25, CF NFkB inh -4, COUP-TFII inh -2, TROY NFkB inh -1, SRC1 inh -10, TRAIL sens C8 6, SRC3 inh 10, KKLEB cytotox 2, LRH-1 inv ag -20, TWEAK-Fn14 inh -19 and LMP1 NFkB inh 2.
Screening CCOC(=O)c1sc(NC(=O)CSc2nncn2C)nc1C returned Shn3 3UTR inh -21, CF NFkB inh -2, COUP-TFII inh -18, TROY NFkB inh -16, SRC1 inh -21, TRAIL sens C8 8, SRC3 inh -5, KKLEB cytotox -7, LRH-1 inv ag -11, TWEAK-Fn14 inh -3 and LMP1 NFkB inh -6.
`CCN(Cc1ccccc1)S(=O)(=O)c1ccc(S(=O)(=O)N(Cc2cccc(OC)c2)CC2CCCO2)cc1` (stereo not given) gave Shn3 3UTR inh inconclusive, CF NFkB inh 7, COUP-TFII inh 13, TROY NFkB inh -3, SRC1 inh 4, TRAIL sens C8 -3, SRC3 inh 5, KKLEB cytotox 3, LRH-1 inv ag 20, TWEAK-Fn14 inh 27 and LMP1 NFkB inh 3.
Screening CCOC(=O)C1=C(COC(=O)c2cccc(NC(C)=O)c2)NC(=O)NC1C (stereo not given) returned Shn3 3UTR inh 7, CF NFkB inh 8, COUP-TFII inh -9, TROY NFkB inh 10, SRC1 inh -3, TRAIL sens C8 0, SRC3 inh 14, KKLEB cytotox -8, LRH-1 inv ag 3, TWEAK-Fn14 inh -1 and LMP1 NFkB inh -3.
Screening CC(C)C[C@@H](CO)N1CCN(CCCc2ccccc2)CCC1=O returned Shn3 3UTR inh -17, CF NFkB inh 16, COUP-TFII inh 4, TROY NFkB inh -6, SRC1 inh -6, TRAIL sens C8 -12, SRC3 inh -18, KKLEB cytotox 10, LRH-1 inv ag 1, TWEAK-Fn14 inh 4 and LMP1 NFkB inh -4.
O=C(CNCc1ccco1)Nc1ccccc1-n1cccc1 was read as Shn3 3UTR inh 18, CF NFkB inh 8, COUP-TFII inh 2, TROY NFkB inh 6, SRC1 inh -24, TRAIL sens C8 -11, SRC3 inh 12, KKLEB cytotox 0, LRH-1 inv ag 8, TWEAK-Fn14 inh 8 and LMP1 NFkB inh -13.
`COc1ccc2c(c1)c1c(n2C(C)=O)C(OC(C)=O)=NCC1` gave Shn3 3UTR inh -8, CF NFkB inh 39, COUP-TFII inh -17, TROY NFkB inh 36, SRC1 inh 23, TRAIL sens C8 -25, SRC3 inh 17, KKLEB cytotox -2, LRH-1 inv ag -25, TWEAK-Fn14 inh 28 and LMP1 NFkB inh 9.
For C=C(Br)Cn1c(CCCC)nc2ccccc21 the results were Shn3 3UTR inh 6, CF NFkB inh 14, COUP-TFII inh 17, SRC1 inh 9, TRAIL sens C8 5, SRC3 inh 7, KKLEB cytotox -1, LRH-1 inv ag 18, TWEAK-Fn14 inh 8 and LMP1 NFkB inh 10.
Cc1ccc(NC(=S)N(CCN(C)C)Cc2cc3cccc(C)c3[nH]c2=O)cc1 was read as Shn3 3UTR inh 9, CF NFkB inh 9, COUP-TFII inh -10, TROY NFkB inh -8, SRC1 inh -4, TRAIL sens C8 -6, SRC3 inh 7, KKLEB cytotox -5, LRH-1 inv ag 8, TWEAK-Fn14 inh -1 and LMP1 NFkB inh -9.
Screening O=c1oc(-c2ccc(F)cc2)nc2ccsc12 returned Shn3 3UTR inh -17, CF NFkB inh 16, COUP-TFII inh 1, TROY NFkB inh -14, SRC1 inh -37, TRAIL sens C8 0, SRC3 inh 7, KKLEB cytotox -3, LRH-1 inv ag 0, TWEAK-Fn14 inh -2 and LMP1 NFkB inh -2.
O=C(NCc1ccco1)c1cc(-c2cccs2)on1 was read as Shn3 3UTR inh -59, CF NFkB inh -22, COUP-TFII inh -19, TROY NFkB inh -69, SRC1 inh -98, TRAIL sens C8 8, SRC3 inh -75, KKLEB cytotox 5, LRH-1 inv ag -26, TWEAK-Fn14 inh -45 and LMP1 NFkB inh 25.
CC(C)Sc1nnc(-c2c[nH]c3ccccc23)n1C was read as Shn3 3UTR inh -56, CF NFkB inh 7, COUP-TFII inh -21, TROY NFkB inh -33, SRC1 inh -33, TRAIL sens C8 -1, SRC3 inh -61, KKLEB cytotox 6, LRH-1 inv ag -82, TWEAK-Fn14 inh -2 and LMP1 NFkB inh -28.
`Cc1nc(NC2CCCC2)sc1C(=O)N(C)C` gave Shn3 3UTR inh 10, CF NFkB inh -7, COUP-TFII inh 0, TROY NFkB inh 0, SRC1 inh -10, TRAIL sens C8 -2, SRC3 inh 3, KKLEB cytotox 3, LRH-1 inv ag 0, TWEAK-Fn14 inh 10 and LMP1 NFkB inh 5.
Screening Cn1c(Cc2cccs2)nnc1SCC(=O)N1CCc2ccccc21 returned Shn3 3UTR inh 10, CF NFkB inh 1, COUP-TFII inh 23, TROY NFkB inh -5, SRC1 inh -8, TRAIL sens C8 4, SRC3 inh -1, KKLEB cytotox -13, LRH-1 inv ag 6, TWEAK-Fn14 inh 5 and LMP1 NFkB inh 6.
O=C(Cn1ccc(=O)[nH]c1=O)Nc1ccc(O)c([N+](=O)[O-])c1 was read as Shn3 3UTR inh 10, CF NFkB inh 2, COUP-TFII inh -3, TROY NFkB inh -1, SRC1 inh 2, TRAIL sens C8 -6, SRC3 inh 11, KKLEB cytotox -10, LRH-1 inv ag -5, TWEAK-Fn14 inh -7 and LMP1 NFkB inh -4.
For O=C(O)CSc1ccc(S(=O)(=O)N2CCCC2)cn1 the results were Shn3 3UTR inh -1, CF NFkB inh 1, COUP-TFII inh 4, TROY NFkB inh -6, SRC1 inh 9, TRAIL sens C8 29, SRC3 inh 31, KKLEB cytotox 6, LRH-1 inv ag -7, TWEAK-Fn14 inh 4 and LMP1 NFkB inh -8.
For COc1ccc(CNC(C)C(=O)Nc2ccc3ccccc3c2)cc1OC (stereo not given) the results were Shn3 3UTR inh 18, CF NFkB inh 25, COUP-TFII inh -12, TROY NFkB inh 1, SRC1 inh 0, TRAIL sens C8 -6, SRC3 inh 10, KKLEB cytotox -12, LRH-1 inv ag 17, TWEAK-Fn14 inh 2 and LMP1 NFkB inh -2.
`CC1CCN(c2oc(-c3cccc4ccccc34)nc2C#N)CC1` gave Shn3 3UTR inh -31, CF NFkB inh 15, COUP-TFII inh 4, TROY NFkB inh -68, SRC1 inh -8, TRAIL sens C8 1, SRC3 inh -6, KKLEB cytotox -4, LRH-1 inv ag -14, TWEAK-Fn14 inh -32 and LMP1 NFkB inh -59.
Screening CC(=O)Nc1ccc(NC(=O)CC(NC(=O)c2ccccc2)c2ccccc2)cc1 (stereo not given) returned Shn3 3UTR inh 5, CF NFkB inh 14, COUP-TFII inh -16, TROY NFkB inh 6, SRC1 inh 10, TRAIL sens C8 -3, SRC3 inh -10, KKLEB cytotox -5, LRH-1 inv ag -7, TWEAK-Fn14 inh 20 and LMP1 NFkB inh -3.
`CC1CCCN(c2ccc(C(=O)NCc3ccc4c(c3)OCO4)cc2[N+](=O)[O-])C1` (stereo not given) gave Shn3 3UTR inh 10, CF NFkB inh -9, COUP-TFII inh -14, TROY NFkB inh 14, SRC1 inh -12, TRAIL sens C8 -5, SRC3 inh 6, KKLEB cytotox 4, LRH-1 inv ag 6, TWEAK-Fn14 inh 4 and LMP1 NFkB inh 0.

Not all compounds are listed; rates above refer to the full screens.
